From PubChem
MT1-MMP act inh – blockers of MT1-MMP proenzyme processing, primary screen, HT1080 RFP-PRO-GFP cells, GFP/RFP fluorescence; Matrix metalloproteinase-14 (Homo sapiens), P50281; GFP/RFP ratio fluorescence, overnight; percent of plate control window, DMSO zero; hit rate 0.061% among 360,000; GFP/RFP ratio change, % at 20 µM;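 active means GFP/RFP ratio change of at least 30% with cell ATP level not reduced by more than half and red fluorescence within 50% of control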; further: strong numbers were not always called active
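Assay system: RFP-PRO-GFP reporter HT1080 cells; read-out basis: GFP/RFP fluorescence ratio; benchmarks: DMSO wells and RFP-L50D-GFP cells; doses: 20 µM single dose, 1% DMSO; schedule: overnight cell settling, then overnight compound exposure, 37 °C, 5% CO2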
Rin1 Abl inh – inhibitors of Rin1-Abl protein binding, primary screen, biochemical, TR-FRET; Tyrosine-protein kinase ABL1 (Homo sapiens) + Ras and Rab interactor 1 (Homo sapiens), …; inhibition, % at 7.35 µM; hit rate 0.4% among 360,000; AID 588664, 2011; in the data active means inhibition above about 5%, passing the limit was not always enough
MsrA act – bovine MsrA enzyme activators, primary screen, biochemical, absorbance, HTS. purified bovine MsrA, absorbance read-out. activation, % at 10.6 µM. hit rate 0.3% among 360,000; in the data active means activation above about 7.5%;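 further: 0% = vehicle and 100% = reference activator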
Neddyl block – inhibitors of cullin neddylation, primary screen, biochemical, TR-FRET, uHTS, NAE and Ubc12; hit rate 0.58% among 360,000; calls only at 25 µM; AID 651699, 2012; in the data active means inhibition above about 36%
Target sequence (P61081 whole entry, looked up): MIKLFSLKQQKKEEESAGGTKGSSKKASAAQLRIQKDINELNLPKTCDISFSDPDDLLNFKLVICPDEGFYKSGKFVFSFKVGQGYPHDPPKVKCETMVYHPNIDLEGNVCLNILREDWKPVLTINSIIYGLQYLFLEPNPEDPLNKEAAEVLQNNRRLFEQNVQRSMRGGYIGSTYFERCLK
Target sequence (Q13564 whole entry, looked up): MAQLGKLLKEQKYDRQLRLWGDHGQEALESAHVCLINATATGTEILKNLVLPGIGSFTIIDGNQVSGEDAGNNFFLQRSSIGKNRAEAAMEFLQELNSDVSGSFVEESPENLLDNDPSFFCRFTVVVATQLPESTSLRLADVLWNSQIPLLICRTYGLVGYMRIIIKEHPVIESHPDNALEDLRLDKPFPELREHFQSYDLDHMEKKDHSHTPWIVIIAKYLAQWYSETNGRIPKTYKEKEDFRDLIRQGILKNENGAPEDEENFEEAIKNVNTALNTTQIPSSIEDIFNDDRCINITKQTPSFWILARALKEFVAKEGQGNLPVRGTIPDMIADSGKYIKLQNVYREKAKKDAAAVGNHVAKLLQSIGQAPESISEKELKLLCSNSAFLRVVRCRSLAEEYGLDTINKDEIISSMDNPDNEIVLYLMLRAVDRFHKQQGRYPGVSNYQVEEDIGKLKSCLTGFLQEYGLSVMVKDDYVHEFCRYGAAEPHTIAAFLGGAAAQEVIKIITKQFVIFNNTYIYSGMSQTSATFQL
FAS TE block – FAS thioesterase domain inhibitors, primary screen, biochemical, fluorescence intensity, uHTS. Fatty acid synthase (Homo sapiens), P49327. recombinant FAS-TE, OMFH fluorogenic substrate, fluorescence endpoint. inhibition, % at 15 µM. hit rate 0.67% among 360,000. AID 602261, 2012;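 active means compounds whose normalised, plate-corrected inhibition of enzyme fluorescence in the single-dose primary screen is 50% or more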;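 further: 0% = DMSO with enzyme and 100% = substrate without enzyme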
CendR NRP1 mod – modulators of CendR peptide binding to NRP-1, primary screen, biochemical, fluorescence polarization, uHTS | Neuropilin-1 (Homo sapiens), O14786 | FAM-RPARPAR peptide binding to NRP-1 | inhibition, % at 25 µM | hit rate 0.85% among 360,000 | AID 602438, 2012;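 active means inhibition or corrected inhibition above about 18%, plus a signal ratio from 0.5 to 1.5, limit read from the data, passing the limit was not always enough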; further: strong numbers were not always called active
SKN-1 inh – suppressors of acrylamide-induced Pgst-4::GFP reporter in worms, primary screen, SKN-1 inhibitor project, whole organism, uHTS, GFP/RFP fluorescence ratio, strain VP596; C. elegans VP596 Pgst-4::GFP/RFP ratio, 24 h; AID 624304, 2012; inhibition, % at 21.8 µM; hit rate 0.49% among 360,000;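 active means interference check ratio from 0.5 to 1.5 plus GFP to RFP signal ratio inhibition reaching or exceeding a fixed threshold, cut at about 30% in these data, passing the limit was not always enough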; further: some compounds called inactive have numbers as strong as hits
PABP1 MLLE inh – inhibitors of PABP1 MLLE–PAM2 peptide binding, primary screen, biochemical, fluorescence polarization, FITC-PAM2, GST-MLLE; inhibition, % at 20 µM; hit rate 0.36% among 360,000; in the data active means inhibition above about 35%, passing the limit was not always enough;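 further: plate controls were DMSO wells with GST-MLLE for no effect and wells lacking GST-MLLE protein for full effect; some results filed as inactive read as strong as hits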
eLon inh – inhibitors of E. coli Lon protease, primary screen, biochemical, fluorescence polarization; P0A9M0; purified E. coli Lon protease; inhibition, % at 7.94 µM; hit rate 0.42% among 360,000; in the data active means inhibition above about 13%, passing the limit was not always enough;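 further: 0% = enzyme with probe and DMSO and 100% = no enzyme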
Active calls of the source: *; i = inactive; · = no result given.

SMILES	MT1-MMP act inh	Rin1 Abl inh	MsrA act	Neddyl block	FAS TE block	CendR NRP1 mod	SKN-1 inh	PABP1 MLLE inh	eLon inh
Cc1c(C(=O)OC2CCCCC2)[nH]c2c1C(=O)CC(C)(C)C2	-10	1	-1	i	-4	1	-5	-9	-2
CCCC(=O)Nc1nc(-c2ccc3c(c2)CCN3S(C)(=O)=O)cs1	5	1	3	i	47	-3	19	14	8
NS(=O)(=O)c1ccc(N=Nc2c(O)c(C(=O)O)cc3ccccc23)cc1	11	-5	-1	i	5	4	30	-3	4
O=C(N/N=C/c1cccc2ccccc12)c1ccccc1Cl	-1	3	-6	i	14	-2	-13	-4	-5
O=C(CCc1ccc(S(=O)(=O)N2CCOCC2)cc1)NCCc1ccccn1	-2	-2	-1	i	-3	-5	15	-126	5
O=C(N1CCN(c2ccc(F)cc2)CC1)C1(c2cccs2)CCOCC1	3	2	-8	i	-3	4	0	4	-4
COc1cccc(/C=C/C(=O)NNC(=O)c2ccco2)c1OC	-5	3	-8	i	-5	1	1	-4	1
Cc1cc(N2C(=O)Cc3ccccc3C2=O)ccc1C(C)C	-1	2	-8	i	-4	-1	-5	19	1
CC(C)NC(=O)N(C)C[C@H]1Oc2cc(Br)ccc2S(=O)(=O)N([C@H](C)CO)C[C@H]1C	1	0	1	i	-5	4	-12	-2	1
CCC1=Nc2cc(C(=O)NCCN3CCOCC3)ccc2Sc2ccc(C)cc21	0	-3	-1	i	-4	1	-2	-7	-10
CC(SCC(=O)NC12CC3CC(CC(C3)C1)C2)C(=O)O (configuration not stated)	3	2	-7	i	-3	6	12	1	3
COc1ccc(C(=O)NCc2nc3ccccc3[nH]2)cc1OC	2	-2	-6	i	-8	1	8	-5	-3
CC1CCCC(C)N1C(=O)COC(=O)c1cc([N+](=O)[O-])ccc1N1CCOCC1 (configuration not stated)	-5	-4	-2	i	63*	11	5	-1	-6
N#Cc1ccc(OCC(=O)NC2CCCCCC2)cc1	1	8	-7	i	1	0	4	-8	2
CCn1c(SCc2ccc(F)cc2)nc2ccccc2c1=O	6	3	-9	i	16	8	-8	5	-6
COc1ccc(-c2c(-c3ccccc3OC)oc3ccccc23)cn1	-3	1	-2	i	29	27*	-2	-14	10
N#Cc1ccc(C(=O)NC(=S)N2CCN(C=O)CC2)cc1	-2	4	-10	i	1	4	-3	-5	1
CCCCCCCCOC(=O)C1=C(C)Nc2nnnn2C1c1cccs1 (configuration not stated)	2	4	-4	i	62*	-6	5	-54	6
Fc1ccc(Nc2nnc(-c3ccncc3)s2)cc1Cl	1	-5	-1	i	6	35*	10	11	4
CN(CC(=O)Nc1cccc(F)c1)C(=O)c1cccnc1Sc1ccc(Cl)cc1	-2	2	-1	i	0	7	10	-2	-12
N/C(=N\OS(=O)(=O)c1ccccc1)c1ccncc1	2	0	0	i	-8	-10	17	0	4
CN(Cc1ccccc1)C(=O)CN1C(=O)COc2ccc(S(=O)(=O)N3CCCC3)cc21	0	3	-2	i	-1	-4	14	-1	-2
O=C(O)Cn1cc2c(n1)CCCC2	0	-1	-1	i	-5	9	25	5	-14
COC(=O)C(NC(C)=O)(Nc1nc(C)cs1)C(F)(F)F (configuration not stated)	2	0	-2	i	-6	-7	8	7	0
O=C(Nc1cccc2cccnc12)c1cccc(N2C(=O)CCC2=O)c1	2	-5	3	i	-4	8	0	-3	-1
COc1cc(=O)n2c(n1)SCCC2	-1	-2	-1	i	-6	-2	11	-44	-7
Cc1ccc(/C=N/n2c(-c3ccncc3)n[nH]c2=S)cc1	-1	-1	-10	i	-11	-5	-7	14	1
CCN(Cc1ccc2c(c1)OCCO2)S(=O)(=O)c1ccc(NC(C)=O)cc1	-2	4	-12	i	9	8	-7	6	3
CCC(CC)C(=O)Nc1cc(C(=O)NCCc2ccccc2)ccc1Cl	4	2	-4	i	-1	-1	-6	-12	-6
C=CCOC(=O)C1=C[C@H](c2cn(C(C)=O)c3ccccc23)C[C@H](OCCCCO)O1	-4	2	7	i	0	-3	1	5	-13
Cc1ccc(Cl)cc1N=C(N)N=C(N)N	3	-5	-11	i	-3	12	5	0	7
CCC(C)NC(=S)Nc1ccccc1 (configuration not stated)	3	1	-2	i	-4	7	15	-15	1
O=C(NCc1ccccn1)c1ccc(Cn2cc(Br)cn2)o1	3	1	-1	i	-7	1	11	12	-6
Cc1cc(C)c2nc(N(CCCN(C)C)C(=O)c3ccc4c(c3)OCCO4)sc2c1	-2	4	-6	i	3	0	-5	4	2
O=C(CC1SC(N2CCCC2)=NC1=O)Nc1ccc(C(=O)N2CCN(c3cccc(Cl)c3)CC2)cc1 (configuration not stated)	2	4	-2	i	2	-9	6	5	4
CCCCn1nnnc1NCc1ccc(OC)c(OC)c1	-3	3	-3	i	-5	4	2	-7	-12
CC1CC(C)CN(S(=O)(=O)c2ccc(NC(=O)[C@@H]3CCCN3C(=O)c3cccs3)cc2)C1 (some centres not stated)	-3	1	-2	i	-3	0	-17	-8	-2
COc1ccc(CC(=O)OCC(=O)NCc2ccccc2Cl)cc1OC	1	10*	-3	i	-3	-4	9	-1	-2
O=S1(=O)NC2CCCCCN2c2ccc(F)cc21 (configuration not stated)	9	-2	2	i	-3	8	8	-3	-4
COc1cccc(C2=NOC(C(=O)NCCCn3ccnc3)C2)c1 (configuration not stated)	3	3	-4	i	-6	9	-3	2	-10
CCOC(=O)C(Cc1ccccc1)C(=O)Nc1nccs1 (configuration not stated)	0	-1	-2	i	-2	11	16	-3	-6
O=C(O)c1cc2c(cc1NC(=O)c1ccccc1C(F)(F)F)OCCCO2	4	2	-6	i	-5	5	1	-6	-7
COc1ccccc1/C=C(/C(=O)OCC(=O)Nc1cc(C)ccc1C)c1ccccc1	1	8	1	i	18	4	-6	-1	2
O=C(Nc1ccc(F)c(Cl)c1)Nc1nnc([C@H]2C[C@H](O)[C@@H](CO)O2)s1	-5	-4	-2	i	-6	3	4	2	4
CCOc1ccc(-c2cc(C(=O)NCc3ccc(F)cc3)[nH]n2)c(C)c1	1	1	-2	i	1	6	0	6	0
CN(C)CCC1(C2=CCCC2)CC/C(=C/c2ccc(Cl)cc2)C1=O (configuration not stated)	-3	1	-4	i	-6	22	-5	9	-2
COC(=O)c1ccccc1NC(=O)CSc1nnc(-c2cccnc2)o1	-4	-3	1	i	-3	7	6	2	2
OCCCNc1c2c(nc3cc(-c4ccc(Cl)cc4)nn13)CCC2	4	4	-4	·	9	11	5	-6	-5
COc1cccc(/C=N/NC(=O)c2c(-c3ccccc3)noc2C)c1O	0	1	-3	i	4	2	1	-5	4
COc1ccc(NC2CCCN(C(=O)CCC(=O)c3ccc(F)cc3)C2)cc1 (configuration not stated)	1	-6	0	i	3	6	12	7	-4
Cc1ccc(Nc2c3c(nc4ncnn24)CC(C)CC3)cc1 (configuration not stated)	3	-1	-1	i	1	11	15	-1	5
O=C(NCCCn1ccnc1)c1ccccc1NS(=O)(=O)c1ccc(F)c(F)c1	22	-3	-2	i	-9	-6	0	1	9
CC(C)(C)OC(=O)N1CCC(NC(=O)c2[nH]cnc2C(=O)Nc2cccc(Cl)c2)CC1	1	0	-3	i	11	33*	3	9	16
COc1ccccc1OCCC(=O)N1CCN(c2ccccc2OC)CC1	2	2	-2	i	-4	1	-3	1	0
CCOC(=O)C1CCN(C(=O)CN(Cc2ccc(Cl)cc2)S(C)(=O)=O)CC1	-1	2	-3	i	-4	-13	3	18	1
O=C(NCCN1CCN(c2cccc(Cl)c2)CC1)C1CCCN(S(=O)(=O)c2cnc[nH]2)C1 (configuration not stated)	-2	-2	4	i	-20	15	4	-6	2
CC(=O)c1ccc(NC(=O)CCn2c(=O)oc3ccccc32)cc1	0	3	-3	i	0	17	-11	0	-2
CC(C)C(=O)NC(C)C(c1cccs1)N1CCN(C)CC1 (configuration not stated)	-9	2	-2	i	-6	-11	-8	5	-3
CN1CC=C2C(C#N)=C(N)C(C#N)(C#N)[C@H](c3cccc(Cl)c3)C2C1 (some centres not stated)	-63	-4	-4	·	-12	8	7	87	23*
Cc1ccccc1-c1nc(CS(=O)CC(=O)NCCCN(C)c2ccccc2)c(C)o1 (configuration not stated)	-2	-1	-1	i	-2	3	-4	-3	2
COc1cccc(NC(=S)N2CCC(C(=O)c3ccc(F)cc3)CC2)c1	2	-3	-3	i	7	1	16	-121	6
Cc1ccc(C)c2[nH]c(=O)c(CN(Cc3ccco3)C(=S)NCC3CCCO3)cc12 (configuration not stated)	-5	-2	-2	i	1	-8	6	-104	0
CC12CCC(=O)C=C1CCC1C2CCC2(C)C1CC1C3C(=O)N(Cc4ccccc4)C(=O)C3CC(=O)C12 (configuration not stated)	0	2	0	i	34	-8	10	-6	-8

Outcome played no part in choosing rows, and some 4% of all compounds hit somewhere here.
